E-sel inducer: E-selectin induction on HUVECs | HUVEC E-selectin immunofluorescence imaging; normalized: neutral wells 0, TNF-alpha wells 100 | activation, % at 7.58 µM | 260,000 compounds, 0.37% hits;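 active = mean E-selectin-positive cell signal at least 10% of the positive control, reached in at least 60% of replicates, without over 20% cell loss; inconclusive = no rule given, readout overlaps actives, possibly toxicity-flagged; inactive = the rest, including those meeting only one limit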;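 also: in these data hits start at about 27%; measured in HUVEC primary endothelial cells; signal is the percent of cells scored E-selectin positive by PE staining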
Target sequence (P16581 whole entry, looked up): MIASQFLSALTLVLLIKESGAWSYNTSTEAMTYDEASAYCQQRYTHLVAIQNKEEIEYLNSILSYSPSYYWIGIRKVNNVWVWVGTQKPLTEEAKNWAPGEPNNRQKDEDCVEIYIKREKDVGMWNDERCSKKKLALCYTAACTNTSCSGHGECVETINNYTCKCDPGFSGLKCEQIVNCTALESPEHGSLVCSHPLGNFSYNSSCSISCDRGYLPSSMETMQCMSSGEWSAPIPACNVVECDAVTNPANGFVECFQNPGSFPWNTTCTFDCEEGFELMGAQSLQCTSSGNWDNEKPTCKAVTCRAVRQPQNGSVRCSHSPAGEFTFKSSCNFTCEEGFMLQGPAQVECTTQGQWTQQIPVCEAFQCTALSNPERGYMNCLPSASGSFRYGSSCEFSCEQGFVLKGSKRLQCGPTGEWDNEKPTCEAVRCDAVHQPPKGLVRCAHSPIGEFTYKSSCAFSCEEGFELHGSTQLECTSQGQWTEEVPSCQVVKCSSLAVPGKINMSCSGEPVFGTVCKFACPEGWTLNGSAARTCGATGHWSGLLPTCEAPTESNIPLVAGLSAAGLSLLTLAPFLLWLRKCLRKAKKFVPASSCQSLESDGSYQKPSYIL
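Material: HUVEC primary endothelial cells; Amount: 3,000 cells per well; Dosing: single concentration; Medium: EGM-2 growth medium on 0.1% gelatin-coated wells; Read-out basis: percent E-selectin-positive cells; Signal: immunofluorescence imaging; Control set: TNF-alpha, DMSO.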
RAD52 inh: inhibitors of human RAD52 DNA annealing | inhibition, % at 18.7 µM | P43351 | recombinant RAD52 DNA annealing, FRET fluorescence | AID 651710 | 360,000 compounds, 0.46% hits;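 active = every replicate showing at least 50% inhibition; inconclusive = mean inhibition at least 50% but not in every replicate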
Casp6 inh: caspase-6 (human) enzyme inhibition | purified caspase-6, Z-VEID-R110 cleavage fluorescence | inhibition, % at 12.5 µM | 350,000 compounds, 0.53% hits;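 active = mean inhibition across replicates at least about 35%, with every replicate also reaching that limit, limit read from the data; inconclusive = only one of the two criteria met; inactive = neither criterion met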;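 also: 0% = median of neutral control wells and 100% = no fluorescence left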
Target sequence (P55212 24-179 limits assumed): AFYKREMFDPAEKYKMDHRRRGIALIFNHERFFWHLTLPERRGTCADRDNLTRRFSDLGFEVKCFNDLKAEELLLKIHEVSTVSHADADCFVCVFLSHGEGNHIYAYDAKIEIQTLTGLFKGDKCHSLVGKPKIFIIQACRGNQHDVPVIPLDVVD
Target sequence (P55212 194-293 limits assumed): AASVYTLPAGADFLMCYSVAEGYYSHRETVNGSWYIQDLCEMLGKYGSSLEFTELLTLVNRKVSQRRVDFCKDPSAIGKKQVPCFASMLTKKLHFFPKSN
esBAF inh: SWI/SNF esBAF complex inhibition. mouse ES cells, Bmi1-luciferase knock-in reporter, 24 h; 100% = twice the neutral-well signal. reporter increase, % at 12.5 µM. 350,000 compounds, 2% hits. AID 602393; in the data active = activation above about 40%; inconclusive = no clear call, values can overlap the other calls;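 also: 0% = median of the plate's neutral control wells and 100% = double that signal; a rise in the Bmi1 reporter signal indicates esBAF inhibition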
RAD54 inh: inhibitors of human RAD54 branch migration | 360,000 compounds, 0.14% hits | RAD54 Holliday junction branch migration, FAM/BHQ fluorescence | AID 602329 | inhibition, % at 10.4 µM;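 active = mean normalized replicate activity at least 40 and at least half of replicates scoring 40 or more; inconclusive = only one of the two criteria met; inactive = mean below 40 and under half of replicates reaching 40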;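 also: 0% = median of neutral control wells and 100% = median of positive control wells; inhibitors cause a drop in the FAM fluorescence signal; in these data hits start at about 50%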
ARNT-TACC3 inh: disruptors of human ARNT/TACC3 interaction; Q9Y6A5; AlphaScreen His-ARNT PAS-B/GST-TACC3 binding, luminescence; TACC3 fragment carries E629A point mutation; inhibition, % at 9.99 µM; 390,000 compounds, 0.66% hits; AID 623870;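 active = mean inhibition of replicates at least 50% and at least half of replicates each reaching 50%; inconclusive = half or more replicates reach 50% but mean below 50%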;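 also: 0% = complete ARNT plus TACC3 wells and 100% = ARNT alone without TACC3; many hits fall short of the cut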
PglD DTNB: PglD (C. jejuni) enzyme inhibition; inhibition, % at 12.5 µM; AID 602405; 360,000 compounds, 0.098% hits; purified PglD enzyme, DTNB colorimetric CoA detection; in the data active = inhibition above about 16%, passing the limit was not always enough; inconclusive = no clear call, values can overlap the other calls; also: strong numbers were not always called active
ERp5 inh: blocks human ERp5 reductase activity on insulin. AID 651711. Q15084. inhibition, % at 9.99 µM. 350,000 compounds, 0.05% hits. ERp5 insulin aggregation, absorbance 650 nm, 90 min;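 active = mean replicate inhibition above about 25%, with every replicate also reaching it, limit read from the data, passing the limit was not always enough; inconclusive = only one of those two criteria met; inactive = neither criterion met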
* = called active by the depositor; ? = inconclusive; · = no result given; & = joins results of further samples.

SMILES	E-sel inducer	RAD52 inh	Casp6 inh	esBAF inh	RAD54 inh	ARNT-TACC3 inh	PglD DTNB	ERp5 inh
O=C(OCc1ccccc1)/C(=C/c1ccc(Cl)cc1)NC(=O)c1ccccc1Cl	·	·	·	3	2	-1	2	·
CCc1sc(NC(C)=O)nc1-c1ccccc1	0.4	-12	-1	0	-4	·	-5	-3
C[C@H]1CN([C@@H](C)CO)C(=O)c2cc(C#Cc3ccccc3)cnc2O[C@H]1CN(C)S(=O)(=O)c1ccccc1F	·	6	-2	-7	3	·	1	-2
Cc1cc(=O)[nH]c(SCC(=O)Nc2nc(-c3ccccc3)c(-c3ccccc3)o2)n1	4.5	-1	-2	·	·	0	·	4
COc1ccc(N)cc1CN1CCN(c2ncc(Cc3ccccc3)cn2)CC1	2.0	-10	-5	·	·	·	·	4
O=C1OCC(c2ccccc2)=C1c1ccccc1	0.0	-11	-2	2	6	-3	-1	4
Cc1oc(-c2ccc(Cl)cc2)nc1CS(=O)CC(=O)NCc1cccs1 (stereo not given)	·	-16	-1	6	-2	-2	-2	0
O=C(NCCc1c[nH]c2ccccc12)C1Cc2ccccc2CN1C(=O)c1ccco1 (stereo not given)	·	·	·	2	-8	7	-1	·
CCC(C)(C)NC(=O)CN(C(=O)CNS(=O)(=O)c1ccc(C)cc1)c1ccc2c(c1)OCCO2	·	·	·	-5	4	1	-1	·
COCCNC(=O)CCCn1c(=O)c2cc(OC)c(OC)cc2n(CC(=O)NCCC2=CCCCC2)c1=O	·	-7	-1	·	·	-10	·	2
C=CCn1c(O)c(CN2CCN(Cc3ccccc3)CC2)c(C)c(C#N)c1=O	·	·	·	-3	-37	0	2	·
CCC1CCC(C(=O)NNC(=O)OC)CC1 (stereo not given)	·	·	·	-4	-13	-9	1	·
C[C@H](CO)N1C[C@H](C)[C@@H](CN(C)C(=O)Cc2ccccn2)Oc2ncc(-c3cncnc3)cc2C1=O	-0.6	16	-2	-3	-5	-1	2	-4
Cn1c(N2CCN(S(=O)(=O)c3ccc(Cl)cc3)CC2)nc2ccccc21	·	-8	-3	3	4	0	-1	1
CCc1ccc(-c2cc3c(=O)n(CC(=O)NCCCN4CCC(Cc5ccccc5)CC4)nc(C)n3n2)cc1	-0.2	8	1	-21	-3	-2	-3	-13
O=C(NC(=O)c1ccccc1)Nc1ccc(-c2cnco2)cc1	0.4	-15	3	·	-4	·	-7	7
O=C(NCCC(c1ccccc1)c1ccccc1)c1cnccn1	·	·	·	-7	1	-5	-31	·
O=C(C[C@@H]1C/C=C\C[C@H](NC(=O)OCC2c3ccccc3-c3ccccc32)C(=O)OC[C@H]2CCCN2C1=O)N[C@@H](CO)Cc1ccccc1	·	-12	2	-16	-14	2	0	-1
COC(=O)C1(C)CCc2cc(OC)ccc2C1=O (stereo not given)	-0.1	·	·	·	3	-6	-9	·
Cc1ccc(S(=O)(=O)N2CCN(C(=O)c3cccs3)CC2)cc1C	-3.0	-8	-1	9	-10	-24	3	0
C[C@@H]1CN([C@@H](C)CO)C(=O)c2cc(NC(=O)Nc3ccc(C(F)(F)F)cc3)ccc2O[C@H]1CN(C)S(=O)(=O)c1ccc(Cl)cc1	-16	19	1	5	-3	-2	-3	1
O=C(Nc1ccc(NC(=O)c2ccc(Cl)cc2Cl)cc1)c1ccc2c(c1)OCO2	·	2	-1	1	-1	-9	2	0
Oc1ccc(N=Cc2ccc(OCc3ccccc3)cc2)cc1	0.2	-12	8	48*	-9	27	-2	11
Cc1cc(/C=C(/C#N)C(=O)O)c(C)n1-c1cccc2ccccc12	-0.4	-18	13	-8	0	1	8	0
CC(C)(C)c1ccc(C#C[C@@H]2C=C[C@@H](O)[C@@H](COC(=O)Nc3ccccc3)O2)cc1	0.2	-26	-5	·	·	·	·	3
C[C@H]1CN([C@@H](C)CO)C(=O)Cc2cc(NC(=O)CCN3CCOCC3)ccc2O[C@H]1CN(C)S(=O)(=O)c1cccs1	-8.6	3	-3	0	-9	·	2	-2
COC(=O)CCCNC(=O)c1ccc2[nH]c(C)c(C)c2c1	·	-6	-3	-11	-8	19	-1	0
C[C@H]1CN([C@@H](C)CO)C(=O)c2cc(-c3ccccc3)cnc2O[C@H]1CN(C)C(=O)NC1CCCC1	0.0	-3	-2	-4	-17	-5	-3	-5
Cc1[nH]c2ccccc2c1C(c1ccncc1)N1CCN(c2ccccc2F)CC1 (stereo not given)	2.2	-1	-2	·	·	2	·	-1
CN(C(=O)COC(=O)c1ccc(Cl)c(S(=O)(=O)N2CCCCC2)c1)C1(C#N)CCCCC1	0.1	-9	0	10	1	0	2	1
COC(=O)c1cc(Br)ccc1NC(=O)Nc1ccc(C)cc1	·	5	1	·	-11	·	5	2
CCOC(=O)C1=C(Nc2ccccc2)CC(C)(O)C(C(=O)OCC)C1c1ccc(Br)cc1 (stereo not given)	·	-19	3	·	·	27	·	0
CN1CCN(c2nc3c(c(=O)n(C)c(=O)n3C)n2Cc2ccc(Cl)cc2)CC1	·	-14	0	-4	3	15	-10	-1
Cc1ccc(S(=O)(=O)N2[C@@H](c3ccc(F)cc3)C(C(=O)O)=CC[C@H]2c2ccc(C(C)C)cc2)cc1	-0.1	-2	22	-3	12	4	-3	0
CC1(C)Nc2ccccc2N(Cc2ccc([N+](=O)[O-])cc2)C1=O	·	-1	6	0	-6	5	2	4
Cc1csc(NC(=O)c2ccc[nH]c2=O)n1	·	-28	0	9	6	5	-2	0
COc1ccc(S(=O)(=O)Nc2ccc3c(c2)n(C)c(=O)n3C)cc1OC	·	-4	-1	0	-13	-10	-2	0
CCOc1ccc(NC(=O)c2cccc(S(=O)(=O)Nc3c(C)n(C)n(-c4ccccc4)c3=O)c2)cc1	·	-4	4	7	15	0	-5	-5
Cc1cc2c(cc1C)-c1c(ssc1=Nc1ccc(S(N)(=O)=O)cc1)C(C)(C)N2	1.1	-22	-4	·	·	-1	·	-1
Cc1cc(C)n(CC(=O)Nc2ccc(N3CCOCC3)c(Cl)c2)c(=O)c1C#N	·	-9	-2	-12	1	-4	4	1

Printed as active in esBAF inh, among the entries above:
structure	RAD52 inh	Casp6 inh	esBAF inh	ARNT-TACC3 inh	PglD DTNB	ERp5 inh
Oc1ccc(N=Cc2ccc(OCc3ccccc3)cc2)cc1	-12	8	48*	27	-2	11

(further entries)
SMILES	E-sel inducer	RAD52 inh	Casp6 inh	esBAF inh	RAD54 inh	ARNT-TACC3 inh	PglD DTNB	ERp5 inh
Cc1ccc(CNC(=O)[C@@H](Cc2ccccc2)NC(=O)[C@H]2O[C@@H](n3ccc(N)nc3=O)[C@H](O)[C@@H]2O)o1	-0.1	-3	-2	·	·	·	·	1
Cc1cc(C)n(C(=O)CCC(=O)Nc2ccc(C)c(C)c2)n1	·	·	·	-2	-2	-7	-1	·
CCCc1nnc(SCC(=O)Nc2nccs2)o1	-0.1	-12	-2	1	4	21	-1	-2
COc1ccc2nc3n(c(=O)c2c1)-c1ccc(Cl)cc1C(=O)NC3Cc1ccccc1 (stereo not given)	0.6	-16	0	·	·	·	·	-2
O=C(C1CCOCC1)N1CC(=O)N2[C@H](C1)[C@@H](c1ccc(C#CC3CC3)cc1)[C@@H]2CO	0.0	4	-3	·	·	·	·	-3
COC(=O)C1=C(C)N(Cc2cccc(C(F)(F)F)c2)C(=NCc2cccc(C(F)(F)F)c2)NC1c1ccc(Cl)cc1 (stereo not given)	-0.5	67*	0	·	·	·	·	-2
CC(C)NS(=O)(=O)c1cccc2nsnc12	·	·	·	-9	0	-9	5	·
CCCC(=O)NC(c1ccccc1Cl)c1ccc2cccnc2c1O (stereo not given)	-0.1	-7	-2	-50	-8	-6	-1	1
CCc1nnc(NS(=O)(=O)c2ccc(NC(=S)NC(=O)c3cccs3)cc2)s1	·	-26	14	·	·	-4	·	10
CNS(=O)(=O)c1cc(O)c2c(S(=O)(=O)NC)cccc2c1	·	·	·	-3	-8	-1	0	·
Cc1ccc(-c2ccc(C3[C@@H]4CN(C(=O)Nc5ccc(C(F)(F)F)cc5)C[C@H]3N4)cc2)cc1 (stereo not given in full)	-0.2&-0.1	0&6	16&-4	·	·	·	·	17&6
COc1ccc(NC(=O)CNC(=O)C2CCCCC2)cc1	-0.5	-13	0	10	4	-2	-1	2
CC1(C)CC(n2c(NCCO)nc3c(c2=O)C2(CCCC2)Cc2ccccc2-3)CCO1 (stereo not given)	·	·	·	9	6	3	-4	·
Nc1ccc(C(=O)Nc2ccc(NC(=O)c3ccco3)c(O)c2)cc1	-0.1	-16	2	10	-10	-4	4	3
Cc1cc(C(=O)COc2cc(F)ccc2[N+](=O)[O-])c(C)n1C1CC1	·	-2	-5	6	·	12	·	2
O=C(CN1CCN(C(=O)CNC(=O)c2ccc(-c3ccccc3)cc2)CC1)Nc1ccccc1Cl	?	-6	4	13	3	·	6	10
COc1ccccc1NC(=O)c1[nH]c(C)c(C(C)=O)c1C	·	·	·	9	11	1	-5	·
C/C(=N\NC(=O)C1CCCC1)c1ccc(NC(=O)C(F)(F)F)cc1	·	-8	-5	-6	2	·	3	-1
CC(=O)N(C)C[C@H]1Oc2cc(C#CC3CCCC3)ccc2S(=O)(=O)N([C@@H](C)CO)C[C@@H]1C	0.0	-2	5	7	-11	0	-1	-6
C[C@H](O)C#Cc1ccc2c(c1)O[C@@H](CN(C)Cc1ccccc1)[C@H](C)CN([C@@H](C)CO)S2(=O)=O	0.1	5	2	-3	7	2	-1	15
Cc1cccc(-n2cc[nH]c2=S)c1	·	·	·	-9	-9	1	-4	·
Oc1c(N=NC(=S)Nc2ccccc2F)c2ccccc2n1Cc1ccccc1	·	-7	0	-6	0	1	0	3
COc1ccccc1/C=C/C(=O)NC(=S)NCC1CCCO1 (stereo not given)	-0.1	-16	·	-4	3	8	·	0
CCCC#Cc1ccc2c(c1)O[C@H](CN(C)C(=O)c1ccccc1F)[C@@H](C)CN([C@@H](C)CO)S2(=O)=O	0.5	28	0	3	-1	2	1	3
C=Cn1cc[n+](CC(=O)c2cc(C(C)(C)C)c(O)c(C(C)(C)C)c2)c1	·	4	-7	0	-2	-2	-8	2
CC(=O)c1c(C)[nH]c(C(=O)NCc2ccccc2)c1C	·	·	·	3	4	-5	3	·
O=C1C(Cl)=C(N2CCCCCC2)C(=O)N1c1ccccc1	7.7	·	·	7	-6	3	-3	·
CC1=C(C(=O)OC2CCCC2)C(c2coc3ccccc3c2=O)C2=C(CC(C)(C)CC2=O)N1 (stereo not given)	0.1	10	4	1	-4	-14	7	9
Cc1ccc(C)c(OCc2cc(C(=O)N3CC[C@@H]4CCCC[C@H]4C3)no2)c1	0.6	-9	2	54*	-5	-6	3	1
O=C(CSc1ccsc1[N+](=O)[O-])Nc1cc(F)ccc1F	3.4	-24	36*	·	·	·	·	3
Cc1n[nH]c(C)c1CCCCOc1ccc([N+](=O)[O-])cc1	0.4	-15	1	3	-1	1	1	-3
CCS(=O)(=O)Nc1ccc2c(c1)C(=O)N(C)[C@@H]1CC[C@H](CC(=O)NCc3ccccc3F)O[C@H]1CO2	3.0	18	0	-3	2	-2	9	-2
COc1ccc([C@H]2C[C@@H](n3cc(COC(=O)c4ccccc4)nn3)[C@H](O)CN2Cc2cccs2)cc1	0.1	-2	-2	-4	-2	·	0	0
CN(C[C@H](Cc1ccccc1)N(C[C@H](CC1CCCCC1)N(CCc1ccccc1)N=O)N=O)N=O	-0.1	-23	-2	-4	4	-4	-1	-14

Compound activity as filed in PubChem BioAssay.
